Bioassay records deposited in PubChem BioAssay by several laboratories.
AGP1 TOR yeast: yeast TOR pathway AGP1-GFP modulation; 320,000 tested, 0.02% active; S. cerevisiae AGP1-GFP multiplex flow cytometry, 3 h; GFP as percent of DMSO wells; GFP response vs DMSO, % at 10 µM;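 active means GFP response relative to DMSO above a set limit, near screen average plus 3 SD, cut at about 150% in these data; inconclusive means fewer than 70 cells counted for the yeast strain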;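 further: median GFP channel fluorescence of the gated AGP1 strain per well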
RPL19A-GFP yeast: modulators of TOR pathway RPL19A-GFP in S. cerevisiae; S. cerevisiae RPL19A-GFP strain, flow cytometry, 3 h; active compounds read low; percent response vs DMSO, % at 10 µM; AID 2025; 330,000 tested, 0.3% active;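 active means percent response vs DMSO below 50%; inconclusive means fewer than 70 events counted for the yeast strain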;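 further: median channel GFP fluorescence of the barcoded RPL19A-GFP strain; ratio of sample median GFP to plate DMSO average so 100% = DMSO; lower means less RPL19A-GFP as with rapamycin TOR inhibition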
VLA-4 inh: inhibition in a human VLA-4 binding assay. inhibition, % (about 7 µM as worked out from the volumes in the protocol). VLA-4 expressing cells, ligand binding flow cytometry. AID 2557. 330,000 tested, 0.2% active; in the data active means inhibition above about 50%
MEP2 TOR yeast: yeast TOR pathway MEP2-GFP modulation; S. cerevisiae MEP2-GFP strain, flow cytometry GFP, 3 h; 100% = DMSO control level; GFP response vs DMSO, % at 10 µM; 330,000 tested, 0.51% active; AID 2016;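 active means GFP response versus DMSO above a set limit, roughly screen mean plus 3 SD, cut at about 180% in these data; inconclusive means fewer than 70 cells counted for a yeast strain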;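 further: median GFP fluorescence of the barcode-gated MEP2-GFP cells per well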
LAP4-GFP MLPCN: alters LAP4-GFP fluorescence in TOR pathway yeast screen | S. cerevisiae LAP4-GFP multiplex, flow cytometry GFP, 3 h; median GFP as percent of DMSO wells | GFP response vs DMSO, % at 10 µM | 320,000 tested, 0.34% active;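 active means GFP response vs DMSO above a set limit, about the screen mean plus 3 SD, cut at about 150% in these data; inconclusive means under 70 cell events counted for the yeast strain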
GRK2 aptamer HTS: blocks RNA aptamer binding to human GRK2 | bead flow cytometry, FAM-aptamer displacement from GRK2 | inhibition of aptamer binding, % at 10 µM | 330,000 tested, 0.59% active | AID 488847;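 active means inhibition of aptamer binding above 40%, roughly 3 SD of noise, on plates passing a quality check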;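 further: median bead fluorescence of bound FAM aptamer so fluorescent compounds give negative values; no value below 0 was filed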
GASC-1 inh: inhibitors of human GASC-1 (JMJD2C) demethylase. Q9H3R0. GST-JMJD2C(1-420) H3K9me3 demethylation, DELFIA europium. inhibition, % at 2.35 µM. 330,000 tested, 0.069% active;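 active means more than half of a compound's replicate wells show inhibition beyond 50%, single wells judged on their own value; inconclusive means some, but no more than half, of replicates pass 50% inhibition; inactive means no replicate passes 50% inhibition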;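 further: signal counts dimethyl H3K9 product captured on neutravidin plate; 0% = median of DMSO wells and 100% = 0.3 times that DMSO median; strong numbers were not always called active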
Target sequence (Q9H3R0 1-420 limits assumed): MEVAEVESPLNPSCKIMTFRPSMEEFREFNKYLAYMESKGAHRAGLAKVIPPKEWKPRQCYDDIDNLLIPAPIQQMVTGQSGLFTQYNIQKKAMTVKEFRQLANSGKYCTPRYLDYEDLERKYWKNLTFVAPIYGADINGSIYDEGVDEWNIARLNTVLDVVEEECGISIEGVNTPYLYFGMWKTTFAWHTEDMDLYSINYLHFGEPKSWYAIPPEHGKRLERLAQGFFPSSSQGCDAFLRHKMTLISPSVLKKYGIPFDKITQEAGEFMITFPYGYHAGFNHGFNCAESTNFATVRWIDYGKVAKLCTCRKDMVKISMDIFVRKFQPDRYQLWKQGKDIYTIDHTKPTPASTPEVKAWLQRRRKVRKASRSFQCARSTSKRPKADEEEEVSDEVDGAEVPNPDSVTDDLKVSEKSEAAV
CIT2 TOR yeast: modulators of TOR pathway CIT2-GFP in S. cerevisiae | 320,000 tested, 0.065% active | GFP response vs DMSO, % at 10 µM | S. cerevisiae CIT2-GFP strain, flow cytometry, 3 h; 100 means same as DMSO wells;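 active means GFP response relative to DMSO above a set limit, near the screen mean plus 3 SD, cut at about 150% in these data; inconclusive means Fewer than 70 cells measured for a yeast strain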;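 further: ratio of well median GFP fluorescence to mean of DMSO wells on the plate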
Numbers without * were called inactive; i = inactive; ? = inconclusive; · = not tested or not shown; & = joins results of further samples; [ ] = dose if it differs, or a comment. Some of the compounds tested. The share of hits here may be higher or lower than overall.

no.	mol	AGP1 TOR yeast	RPL19A-GFP yeast	VLA-4 inh	MEP2 TOR yeast	LAP4-GFP MLPCN	GRK2 aptamer HTS	GASC-1 inh	CIT2 TOR yeast
1	Clc1cccc(C2NCCc3[nH]cnc32)c1 (configuration not stated)	104	102	29	96	96	0	4	98
2	C[C@]12CCC3C(CC[C@H]4C[C@@H](O)CC[C@]34C)C1CCC2=O (some centres not stated)	97	97	-3	106	114	0	8	95
3	O=C1NC(=O)N(c2ccccc2)C(=O)/C1=C/C=C/c1ccco1	98	98	27	100	103	6	9	93
4	CN(CCc1ccccc1)Cc1ccccc1[N+](=O)[O-]	111	100	6	108	103	1	4	109
5	Cc1cc(O)c2c(C)c(CC(=O)N3C[C@H]4C[C@@H](C3)c3cccc(=O)n3C4)c(=O)oc2c1	102	99	46	98	103	1	10	106
6	Cc1cccc(NC(=O)N2CC3CC(C2)c2cccc(=O)n2C3)c1 (configuration not stated)	115	97	-14	107	97	0	9	145
7	O=C(NCCN1CCOCC1)c1ccc(Cl)nc1	117	105	24	105	109	0	0	109
8	COc1cc(C2NCc3ccccc3-n3cccc32)ccc1O (configuration not stated)	94	92	8	93	95	0	-4	101
9	O=C(c1cccc(C(F)(F)F)c1)C1CCCN(Cc2ncc[nH]2)C1 (configuration not stated)	103	97	6	98	105	3	21	94
10	COc1cccc(-n2c(O)c(C=Nc3c(C)n(C)n(-c4ccccc4)c3=O)c(=O)[nH]c2=O)c1	104	102	8	106	99	0	?	103
11	O/N=C1\CCC2CN(C3CCCCC3)CC2C1 (configuration not stated)	94	105	12	114	104	0	25	97
12	CCOc1ccc(Br)c(C2(O)CC(C)N(C)CC2C)c1 (configuration not stated)	82	99	17	92	86	1	8	77
13	O=C(c1ccccc1)C(CN1CCCC1)c1ccccc1 (configuration not stated)	103	102	3	93	110	0	-4	84
14	COC(=O)C1=C(c2ccc(C(C)=O)cc2)C[C@@H]2CC[C@H]1N2C(=O)N1CCCCC1	102	99	-5	107	102	2	-2	100
15	FC(F)(F)c1cccc(C2NCc3ccccc3-n3cccc32)c1 (configuration not stated)	99	99	-6	107	100	0	1	101
16	Fc1ccc2c(c1)nnn2C1CCN(Cc2nnnn2C2CCCCC2)CC1	104	101	6	104	106	0	4	102
17	O=c1[nH]c(=O)n(-c2ccc(Cl)cc2)c(O)c1C=NCCN1CCCCC1	99	104	1	115	106	0	-13	95
18	O=S(=O)(c1ccccc1)N1CN2CCN(C2)C1	101	97	11	99	100	0	1	99
19	CCC(C)N=Cc1c(O)n(-c2ccccc2)c(=O)[nH]c1=O (configuration not stated)	105	102	-1	102	97	0	-1	·
20	CCOC(=O)c1c(C)n(C(C)C)c2ccc(OC)cc12	99	104	1	101	98	0	7	101
21	C=CCNC(=O)c1c(N)n(CCN2CCOCC2)c2nc3ccccc3nc12	99	99	-6	107	99	2	5	102
22	Cc1ccsc1/C=C1\C(=O)NC(=S)N(C)C1=O	56	55	46	87	52	1	-5	90
23	CN1CCN(Cc2cn3cccnc3n2)CC1	98	99	6	96	97	4	6	87
24	Cn1cc([N+](=O)[O-])c(C(=O)Nc2ccc3c(C(F)(F)F)cc(=O)oc3c2)n1	99[may fluoresce green]	98[may fluoresce green]	6	100[may fluoresce green]	94[may fluoresce green]	0	-8	102[may fluoresce green]
25	CCOC(=O)c1c(C)n(Cc2ccco2)c2c1cc(O)c1ccccc12	103	101	2	101	106	4	-7	101
26	CCc1ccc(N2C(=O)NC(=O)/C(=C/c3cccn3CCOc3ccc(C(C)CC)cc3)C2=O)cc1 (configuration not stated)	84	108	-3	114	92	3	10	110
27	CCOP(=O)(C(NC(=O)c1ccccc1Cl)=C(Cl)Cl)c1ccccc1 (configuration not stated)	109	101	-1	101	98	4	-4	102
28	CCC(=O)Nc1ccccc1	100	100	7	104	106	5	21	99
29	Cc1ccc(S(=O)(=O)N2CCCC(C(=O)N3CCC4(CC3)OCCO4)C2)cc1 (configuration not stated)	107	·	4	103	103	1	-5	117
30	CCOP(=O)(OCC)C(O)c1ccc(OC)c(OC)c1 (configuration not stated)	97	98	-9	95	101	1	9	120
31	CC(=O)Cc1c[nH]c2ccccc12	111	116	5	124	108	2	-10	107
32	COCCCn1c(-c2ccc(OC)cc2)cc(C(=O)NC2CCCCCCC2)c1C	99	101	15	104	108	4	11	85
33	CN1C(=O)N(C)C(=O)C2(Cc3ccccc3N3CCOCC32)C1=O (configuration not stated)	99	101	0	107	106	1	32	106
34	COC(=O)Cn1cc(C=C2C(=O)N(C)C(=O)N(C)C2=O)c2ccccc21	100	104	3	118	108	0	-27	99
35	COc1ccc(N2C(=O)NC(=O)/C(=C\c3cn(C)c4ccccc34)C2=O)cc1	97	116	4	122	104	0	-7	107
36	CCC(=O)OC1(c2cccc(C)c2)CC(C)N(C)CC1C (configuration not stated)	104	99	1	102	100	5	-5	107
37	CC1(C)CN=C(Nc2nc3ccccc3s2)S1	100	98	2	100	99	1	-1	95
38	O=c1[nH]c(=O)n(Cc2ccc(F)cc2)c(O)c1C=NCCN1CCCCC1	129	78	10	179*	146	0	7	111
39	C[C@]12CC[C@H](OS(=O)(=O)O)CC1=CC[C@@H]1[C@@H]2CC[C@]2(C)C(=O)CC[C@@H]12	87&86	100&94	7&9	95&101	105&105	0&1	-16&12	83&90
40	CC1CCCC(NC(=O)COC(=O)Cc2ccccc2)C1C (configuration not stated)	109	106	13	101	111	0	4	101
41	CNC(C(=O)c1ccccc1)C(OC(C)=O)c1cccc([N+](=O)[O-])c1 (configuration not stated)	107	103	4	107	113	0	2	99
42	CO[C@H]1C=C2CCN(C)[C@H]2C2c3cc4c(cc3C(=O)O[C@@H]21)OCO4 (some centres not stated)	90	99	26	100	104	2	·	77
43	O=C(CN1CC=C(c2ccccc2)CC1)NC(=O)NCc1ccco1	107	102	3	99	104	0	-28	99
44	C1CCC(NC2CCCCC2)CC1	98	100	13	95	105	1	7	92
45	CCOC(=O)C1C2NC(=O)N(Cc3ccccc3)C1(C)Oc1c(OC)cccc12 (configuration not stated)	69	94	-3	104	106	3	6	113
46	Cc1ccc(N2C(=O)NC(=O)/C(=C\c3ccc([N+](=O)[O-])o3)C2=O)cc1	107	102	-11	109	107	40	-16	114
47	CN1CC[C@@]23CCCC[C@@H]2[C@@H]1Cc1ccc(O)cc13	94	96	40	98	115	4	-7	90
48	C[C@]12CCC3C(CC[C@H]4C[C@H](O)CC[C@]34C)C1[C@@H](O)C[C@@H]2O (some centres not stated)	92	96	1	97	89	0	·	99
49	O=c1cccc2n1CC1CC2CN(S(=O)(=O)c2ccccc2)C1 (configuration not stated)	100	97	11	103	96	1	-4	92
50	CCOC(=O)c1c(C=O)c2ccccc2n1Cc1ccccc1F	111	111	2	111	104	0	1	107

(list continues)
no.	mol	AGP1 TOR yeast	RPL19A-GFP yeast	VLA-4 inh	MEP2 TOR yeast	LAP4-GFP MLPCN	GRK2 aptamer HTS	GASC-1 inh	CIT2 TOR yeast
51	COC(=O)C1=C(c2ccc(Cl)c(C(F)(F)F)c2)C[C@@H]2CC[C@H]1N2C(=O)NCCOc1ccccc1Cl	96	95	28	99	100	3	·	96
52	CC(C)n1c(=O)c(C=Nc2ccc(Br)cc2)c(O)n(Cc2ccco2)c1=O	97	104	-2	102	93	0	6	104
53	O=C(c1ccc(Cl)cc1)C1CCCN(Cc2cccc3cnccc23)C1 (configuration not stated)	98	97	8	95	95	2	-12	90
54	Nc1c(Br)cc([N+](=O)[O-])cc1[N+](=O)[O-]	96	101	5	104	104	2	11	88
55	CCOC(=O)C1(CCOc2ccccc2)CCN(C2Cc3ccccc3C2)CC1	99	100	13	107	101	0	-23	100
56	CC(=O)O[C@H]1CC[C@@]2(C)C(=CC(=O)C3C2CC[C@@]2(C)C3C[C@H](OC(C)=O)[C@@H]2OC(C)=O)C1 (some centres not stated)	93	96	-4	89	87	3	-2	102
57	CC(C(N)=O)N1CC(c2ccccc2)CC1=O (configuration not stated)	110	110	-15	115	114	3	10	123
58	CCOc1ccccc1CN1CCCC(C(=O)c2cc(F)ccc2F)C1 (configuration not stated)	96	102	6	100	88	0	-2	107
59	CCC(CC)C1C(C#N)=C(N)Oc2c1c(=O)oc1ccccc21 (configuration not stated)	98	92	-2	107	101	0	1	112
60	COC(=O)Cn1cc(C=C2C(=O)NC(=O)NC2=O)c2ccccc21	99	112	-3	106	88	0	-4	102
61	CN(C)C=C1C(=O)N(C2CCCCC2)C(=O)N(C2CCCCC2)C1=O	102	102	2	102	95	4	-3	103
62	O=C1NC(=S)N(c2ccccc2)C(=O)C1C(c1ccncc1)C1C(=O)NC(=S)N(c2ccccc2)C1=O (configuration not stated)	79	99	2	62	101	3	-2	95
63	COc1cc(C(=O)Nc2ccc(Br)cc2C(=O)c2ccccc2)cc(OC)c1OC	·	95	5	99	100	0	-5	103
64	CNP(=S)(NC)OCCOc1ccc(OC)cc1	98	96	2	95	93	0	10	96
65	CC(C)(C)P(=O)(c1ccncc1)N1CCCC1 (configuration not stated)	99	99	39	103	97	0	5	95
66	CCOP(=O)(OCC)OCC	101	102	12	97	109	0	-1	82
67	CC(=O)Nc1ccc(N=Cc2c(O)n(Cc3ccco3)c(=O)[nH]c2=O)cc1	111	97	-10	89	98	2	-2	103
68	O=c1[nH]c(=O)n(Cc2ccccc2)c(O)c1/C=C1\C=Nc2ccccc21	89	93	1	89	100	4	12	82
69	CC(=NCc1ccc2c(c1)OCO2)c1c(O)n(C)c(=O)n(C)c1=O	99	98	30	97	96	0	-47	96
70	Cn1c(O)c(C=Nc2ccc(Br)cc2)c(=O)n(C)c1=O	71	72	0	91	80	3	16	82
71	CN1CCC(O)(c2ccccc2)C2CCCC21 (configuration not stated)	102	99	41	103	100	3	22	93
72	O=C(C[N+]12CCC(CC1)C(OC(=O)c1ccccc1)C2)c1ccc([N+](=O)[O-])cc1 (configuration not stated)	106	101	3	101	114	0	2	105
73	COc1cc2c(c(OC)c1OC)-c1ccc(O)cc1[C@@H](NC(C)=O)CC2	82	99	14	99	121	0	9	92
74	O=C(Cc1ccccc1)OCCN1CCOCC1	95	103	26	103	100	0	-3	99
75	O=P(Nc1cccnc1)(Oc1ccccc1Cl)Oc1ccccc1Cl	96	105	5	92	85	18	5	100
76	CN1C(=O)NC(=O)/C(=C\c2ccc([N+](=O)[O-])o2)C1=O	102	101	14	103	101	14	51	106
77	O=c1c2ccccc2nc(-c2ccccc2)n1-n1cccc1	99	97	-5	99	96	0	-1	97
78	Cn1c(O)c(C(=NCCN2CCCCC2)c2ccccc2Cl)c(=O)n(C)c1=O	98	103	4	104	102	0	-17	83
79	COC(=O)C1=C(c2ccc(OC)c(OC)c2)C[C@@H]2CC[C@H]1N2C(=O)NCc1cccc2ccccc12	99	97	6	94	95	6	0	97
80	COc1ccc(C2NCc3ccccc3-n3cccc32)cc1 (configuration not stated)	99	98	-2	99	104	0	-4	95
81	COc1ccccc1N1CCN(Cc2ccccc2Cl)CC1	100	97	3	104	97	0	0	98
82	CCCn1c(C(=O)c2ccccc2OC)nc2ccccc21	99	101	12	99	95	9	i	97
